Myeloid diff MLP: induction of myeloid progenitor differentiation, primary screen, cell-based, flow cytometry, MLPCN library; ER-HoxA9 myeloid progenitors, lysozyme-GFP differentiation; calls only at 10 µM; actives 1% (n = 360,000); AID 624256, 2012;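 active = normalized GFP-positive differentiation at or above the plate's own cutoff, the solvent-only control mean plus 3 SD; inconclusive = no clear call, values can overlap the other calls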;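 also: cells exposed to compound for four days before flow analysis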
GPR55 beta-arrestin: GPR55 agonists via beta-arrestin recruitment, primary screen, imaging, U2OS cells, beta-arrestin-GFP redistribution (AID 1961) | G-protein coupled receptor 55 (Homo sapiens) | U2OS GPR55 beta-arrestin-GFP redistribution imaging; higher % means a stronger effect | one-dose activation, % at 10 µM; EC50 in µM for titrated hits | actives 0.048% (n = 290,000);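 active = activation above 40% with more than 50 cells counted in the well; inconclusive = wells holding fewer than 50 cells, flagged as toxic or sparse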;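 also: U2OS osteosarcoma cells stably expressing GPR55 and beta-arrestin-GFP; plate controls were DMSO negative control for no effect and LPI positive control for full effect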
NOD1 inhibition: NOD1 signaling inhibitors, primary screen, cell-based, luminescence, uHTS (AID 1578) | NOD1-driven NF-kB luciferase reporter cells, luminescence; higher % means a stronger effect | one-dose inhibition, % at 4 µM; EC50 in µM for titrated hits | actives 1% (n = 290,000); in the data active = inhibition mostly above about 36%, no sharp cut-off; inactive = mostly below about 34%;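 also: HEK-293T reporter cells stimulated with the NOD1 agonist gamma-tri-DAP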
HEK293 NOD2/NF-kB: NOD2 signaling inhibitors, cell-based, luminescence, uHTS, HEK293 (AID 1566); inhibition, % at 4 µM, or EC50 in µM where a hit was titrated; HEK293 NOD2/NF-kB luciferase reporter, luminescence; higher % means a stronger effect; actives 0.63% (n = 290,000); also: many of its hits are not listed in these tables
NTR1 agonist: agonists of NTR1, primary screen, imaging, U2OS cells, beta-arrestin-GFP, high content (AID 493036); Neurotensin receptor type 1 (Homo sapiens), P30989; NTR1-U2OS beta-arrestin-GFP spot imaging, agonist mode; activation, % at 20 µM; actives 0.17% (n = 330,000);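 active = activation at or above 40% of the spot to cytoplasm intensity ratio, with at least 20 cells analyzed; inconclusive = wells under 20 cells, flagged as cytotoxic or low count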;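 also: 0% = DMSO without peptide and 100% = 100 nM NTR1 peptide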
Target sequence (P30989 whole entry, looked up): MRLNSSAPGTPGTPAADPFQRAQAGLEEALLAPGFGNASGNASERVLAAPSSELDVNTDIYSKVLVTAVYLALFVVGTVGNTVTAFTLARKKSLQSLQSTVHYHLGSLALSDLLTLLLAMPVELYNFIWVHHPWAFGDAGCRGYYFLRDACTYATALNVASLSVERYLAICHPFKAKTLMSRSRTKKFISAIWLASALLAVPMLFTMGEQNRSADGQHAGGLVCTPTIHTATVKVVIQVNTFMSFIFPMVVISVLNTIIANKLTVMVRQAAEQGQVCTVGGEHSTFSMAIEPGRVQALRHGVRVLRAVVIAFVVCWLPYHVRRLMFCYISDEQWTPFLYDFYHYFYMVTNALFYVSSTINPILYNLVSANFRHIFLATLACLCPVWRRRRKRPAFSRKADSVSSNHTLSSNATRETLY
T cell modulator: modulators of CD8 T cell-vesicle binding, primary screen, mouse 2C CD8+ T cells, flow cytometry; 2C CD8+ T cell-vesicle binding; stronger effect = lower value; calls only at 7 µM; actives 0.068% (n = 330,000);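 active = response, share of CD8 T cells binding vesicles, and their 90th percentile fluorescence all below set limits, cut at about 80% in these data, passing the limit was not always enough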
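Incubation: binding step 1.5 h, 37 °C, antibody labelling 20 min, ice; system: murine 2C transgenic CD8+ T lymphocytes; technique: cytometric PE anti-B7-1 and Alexa647 anti-CD8 signals after 1% paraformaldehyde fixation; also added: QL9-charged Drosophila Ld/ICAM-1/B7-1 vesicles; control set: naked versus QL9-loaded vesicles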
GPR55 LPI antagonism: GPR55 antagonists blocking LPI-driven arrestin recruitment, primary screen, imaging, U2OS, beta-arrestin-GFP, LPI agonist (AID 2013); G-protein coupled receptor 55 (Homo sapiens); U2OS GPR55 beta-arrestin-GFP translocation imaging, LPI antagonism; higher % means a stronger effect; inhibition, % at 10 µM; hits with a dose series show IC50 in µM; actives 0.13% (n = 290,000);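 active = spots per cell inhibited over 60%, with over 100 cells counted and total cytoplasm intensity under 500,000; inconclusive = wells with under 100 cells, flagged as likely toxic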;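 also: U2OS cells stably carrying GPR55 and arrestin-GFP stimulated by 5 µM LPI near EC80; imaged beta-arrestin-GFP aggregate spots per cell after agonist stimulation; plate controls were LPI-stimulated DMSO wells for no effect and DMSO wells without LPI for full effect; some results filed as inactive read as strong as hits; confirmed hits need IC50 under 10 µM and bright autofluorescent wells are also inconclusive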
KOR beta-arrestin-1: KOR antagonists, beta-arrestin recruitment, cell-based, luminescence, uHTS (AID 1778) | Kappa-type opioid receptor (Homo sapiens) | KOR beta-arrestin recruitment, luminescence, antagonist mode; higher % means a stronger effect | one-dose inhibition, % at 10 µM; IC50 in µM for titrated hits | actives 0.091% (n = 290,000); also: strong numbers were not always called active
KOR beta-arrestin-2: KOR agonists, beta-arrestin recruitment, primary screen, cell-based, luminescence, uHTS (AID 1777) | Kappa-type opioid receptor (Homo sapiens) | KOR beta-arrestin recruitment, luminescence; higher % means a stronger effect | one-dose activation, % at 10 µM; EC50 in µM for titrated hits | actives 0.02% (n = 280,000); in the data active = activation above about 50%, passing the limit was not always enough; also: a part of the inactive calls stands beside numbers as strong as those of hits
T cell modulator vesicle-bound %: further read-out of T cell modulator, marked with its call; double positive events, %; measured here: CD8+ vesicle-bound cell fraction;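 binding gate set so that unloaded-vesicle control wells show 10% double positive cells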
NTR1 agonist cell count 20 µM: further read-out of NTR1 agonist, marked with its call; cell count; measured here: cell count, cytotoxicity flag
Myeloid diff MLP GFP+ MAC1+ %: also measured in Myeloid diff MLP; calls as there; GFP+ MAC1+ double positive, %; measured here: differentiation confirmed by MAC1 staining
Starred values were filed as active, the others as inactive; i = inactive; u = inconclusive; x = not tested or not shown; [ ] = dose if it differs, or a comment. Rule as the data show it, unless noted: active = inhibition above about 50%; inactive = the rest. A portion of the library; count on the stated rates, not on these rows.

SMILES	Myeloid diff MLP	Myeloid diff MLP GFP+ MAC1+ %	GPR55 beta-arrestin	NOD1 inhibition	HEK293 NOD2/NF-kB	NTR1 agonist	NTR1 agonist cell count 20 µM	T cell modulator	T cell modulator vesicle-bound %	GPR55 LPI antagonism	KOR beta-arrestin-1	KOR beta-arrestin-2
O=C(Oc1ccccc1N1C(=O)C2CCCCC2C1=O)c1ccccc1 (configuration not stated)	i	4.3	0.0%	9%	14%	-2.1	91	i	44	5%	13%	-3.2%
CC(=O)N1c2ccc(S(=O)(=O)N3CCCC(C(=O)Nc4ccc(C)cc4C)C3)cc2CC1C (configuration not stated)	i	7.4	-0.1%	-29%	17%	-2.4	48	i	40	3%	-27%[20 µM]	2.4%
C=CCNC(=O)c1onc(CSc2cccc(OC)c2)c1C(=O)O	i	0.6	0.2%	3%	-2%	-0.6	54	i	45	-4%	-7%	0.0%
CC(=O)OCC1(C)CN(c2ccccc2)N(C(=O)c2ccc(F)cc2)C1=O (configuration not stated)	i	0.3	-0.4%	13%	-32%	-1.9	98	i	62	13%	7%	-6.6%
O=C(NCCOc1ccccc1F)c1cc([N+](=O)[O-])ccc1N1CCOCC1	u	x	-0.1%	-15%	-16%	-0.5	67	i	36	-7%	-2%	0.5%
Cc1cccc(CCNC(=O)c2cc(S(=O)(=O)N3CCCC3)cn2C)c1	i	3.6	1.2%	-6%	4%	17	61	i	46	6%	26%[20 µM]	-0.2%
CN(C)c1ccc(/C=N/NC(N)=S)cc1[N+](=O)[O-]	i	0.9	0.2%	-34%	3%	-0.9	69	i	41	0%	-3%	-4.8%
CC(=O)Oc1cccc(N2C(=O)C3C4C=CC(C4=C(C)C)C3C2=O)c1 (configuration not stated)	i	0.6	-0.2%	-10%	-16%	-0.1	76	i	50	-7%	25%	1.7%
COC(=O)c1cc(S(=O)(=O)Nc2ccc(C)cn2)c[nH]1	i	1.6	-0.2%	14%	17%	0.6	49	i	17	7%	2%	-0.2%
c1ccc(CCC2CCCCN2Cc2cn[nH]c2-c2cc3ccccc3o2)nc1 (configuration not stated)	i	0.2	-0.2%	-30%	20%	0.9	65	i	25	-4%	-5%	-5.1%
CCSc1ccccc1C(=O)NCc1ccc2c(c1)OCO2	i	0.4	0.4%	1%	0%	-1.4	67	i	35	-15%	-12%	-11%
O=c1oc2cc(Oc3ccc(C(F)(F)F)cc3[N+](=O)[O-])ccc2c2c1CCC2	i	1.2	0.1%	-24%	12%	-0.7	77	i	6	5%	26%	-4.7%
Cc1ccccc1NC(=O)C1C2CCCCC21 (configuration not stated)	i	0.5	-0.1%	-7%	-2%	-0.6	50	i	57	7%	1%	8.8%
Cc1cc(C)nc(N2CCCC(C(=O)NC3CCCC3)C2)n1 (configuration not stated)	i	2.0	-0.2%	7%	11%	1.7	47	i	28	17%	3%	-3.1%
Cc1cccc(C)c1NC(=O)CNC(=O)c1cn(-c2ccccc2)nc1-c1ccccc1	i	1.7	-0.1%	-30%	0%	3.0	58	i	17	-2%	7%	-4.2%
CCCCn1c(N)c(N(CC)C(=O)c2ccc(Cl)c(Cl)c2)c(=O)[nH]c1=O	i	0.4	0.0%	-18%	-10%	0.4	36	i	30	14%	5%	-0.5%
CCOc1ccccc1NC(=O)COn1nnc2ccc(Cl)cc21	i	0.3	-0.1%	4%	8%	-2.5	78	i	43	-8%	-35%	5.0%
CC(=O)Nc1ccc(S(=O)(=O)N2CCN(S(=O)(=O)N3CCC(C)CC3)CC2)cc1	i	0.4	-0.4%	-8%	14%	0.6	56	i	45	6%	-28%	1.7%
COc1ccc(C(C2C(=O)CC(C)(C)CC2=O)C2C(=O)CC(C)(C)CC2=O)cc1	i	0.6	0.2%	-1%	-6%	0.6	47	i	50	11%	-31%	0.5%
CC(C)CCn1c(=S)[nH]c2ncccc2c1=O	i	0.3	-0.1%	x	17%	x	x	i	43	9%	-5%	2.3%
CC(=O)N/C(=C/c1ccc(OC(F)F)cc1)C(=O)O	i	0.6	0.3%	-37%	6%	-0.1	42	i	4	18%	-11%	-2.1%
CCn1c(Sc2ccc(N)cc2Cl)nc2ccccc21	i	7.6	-0.1%	-18%	-19%	3.4	45	i	14	7%	26%	4.7%
Cc1nn(-c2ccccc2)c2nc(N)c(C#N)c(-c3ccc(C(C)(C)C)cc3)c12	i	0.0	0.0%	4%	16%	18	54	i	18	19%	19%	-1.8%
CCOC(=O)c1cnc(SCc2nc(N)nc(Nc3ccccc3)n2)nc1N	i	0.9	-0.1%	-14%	12%	-0.6	90	i	38	-11%	11%	-2.0%
CCC1CCCCN1C(=O)CSc1nc(N)cc(N)n1 (configuration not stated)	i	0.4	0.5%	-5%	10%	2.7	35	i	43	1%	1%[20 µM]	-1.5%
CCOC(=O)C1CCCN(S(=O)(=O)c2ccc3ccccc3c2)C1 (configuration not stated)	i	1.9	0.2%	12%	22%	3.8	60	i	57	6%	-35%	4.8%
COC(=O)c1ccccc1NC(=S)N1CCN(c2ccccc2)CC1	i	0.7	0.4%	-7%	-26%	4.8	84	i	58	6%	19%	-3.0%
O=C(c1cc([N+](=O)[O-])ccc1N1CCCC1)N1CCCC1	i	0.9	0.2%	-9%	7%	0.1	57	i	30	14%	5%[20 µM]	-4.2%
COc1ccc(CCNC(=O)C2CCC(=O)N(CC3CCCCC3)C2)cc1 (configuration not stated)	x	x	0.0%	-31%	10%	1.7	82	x	x	-3%	3%	0.3%
CN(C)/C=C\C(=C/C(=O)C(F)(F)F)Nc1ccccc1Oc1ccccc1	i	0.1	-0.1%	41%	18%	-0.2	29	i	2	6%	-10%[20 µM]	-2.1%
O=C(NNS(=O)(=O)c1ccc([N+](=O)[O-])cc1)C1CCCCC1	i	9.4	-0.1%	-10%	13%	0.7	53	i	12	5%	-1%	-1.9%
CN1CCN(C(=O)CCC(=O)c2ccc(F)cc2)CC1	i	0.7	-0.3%	x	3%	-0.1	51	i	58	16%	22%	-2.6%
CCC(CC)C(=O)Nc1cccc(C(=O)NCc2ccco2)c1	i	6.6	-0.1%	2%	-18%	0.0	52	i	26	8%	-13%	0.2%
CCOC(=O)c1cc(S(=O)(=O)N2CCN(c3ccccc3OC)CC2)cn1C	i	0.9	0.3%	-2%	12%	-0.9	63	i	30	13%	-28%	-5.1%
O=C(CN1CCC(c2nc3ccccc3s2)CC1)N1CCCCC1	i	0.3	0.2%	-13%	2%	1.5	60	i	18	3%	-18%	-3.4%
C=CCn1c2ccccc2c2nnc(SCCN3CCCCC3)nc21	i	0.4	-0.1%	33%	5%	2.2	61	i	61	-22%	-22%[20 µM]	10%
COc1ccccc1N(Cc1ccccc1)S(=O)(=O)c1cccc(C(=O)O)c1	i	0.4	-0.8%	16%	-3%	-0.7	64	i	6	-1%	-8%	8.8%
O=C1CCC(=O)N1OCCCOc1ccc(Br)cc1Cl	i	0.5	-0.4%	-29%	4%	x	x	x	x	-2%	-29%	2.0%
COc1ccc(OCC(=O)C2CC2)c(C#N)c1	i	1.5	0.7%	-14%	-12%	-0.7	45	i	58	0%	-22%	4.0%
COc1cccc(C(=O)CN(C(=O)c2ccc(Cl)cc2Cl)N2C(=O)c3ccccc3C2=O)c1	i	0.6	0.0%	-8%	6%	1.6	55	i	33	-7%	1%	1.8%
COc1ccc(C(CNC(=O)COc2ccc([N+](=O)[O-])cc2)N2CCCCC2)cc1 (configuration not stated)	i	0.9	-0.1%	-1%	2%	0.8	63	i	10	-4%	-17%	0.1%
CCCCn1c(-c2ccc(OC)cc2)nc2c(=O)n(C)c(=O)[nH]c21	i	0.0	0.5%	8%	5%	0.6	89	i	30	3%	15%	1.3%
CC(=O)c1ccc(NC(=O)c2noc(C)c2[N+](=O)[O-])cc1	i	3.2	0.0%	-33%	-2%	0.8	58	i	9	21%	-31%	8.3%
CC(NS(=O)(=O)c1ccccc1)C(c1cccs1)N1CCN(C)CC1 (configuration not stated)	i	6.2	-0.2%	-26%	4%	-0.4	57	i	20	8%	-17%	-0.3%
Clc1ccc(-c2ccc(C=Nc3ccc(N4CCOCC4)cc3)o2)c(Cl)c1	i	0.2	-0.4%	-78%	-24%	3.0	48	i	59	0%	-46%	3.1%
O=NC1=C(c2c(O)[nH]c3ccccc23)CCCC1	i	2.5	-0.2%	1%	7%	-1.7	46	i	20	1%	-9%	x
CC(=O)Nc1cc(C(=O)N2CCN(C)CC2)ccc1Sc1ccc(C)cc1	i	6.1	-0.1%	-4%	3%	-0.3	42	i	24	-1%	-70%	13%
COc1cc(NC(=S)NC(C)=O)ccc1NC(=O)C(C)C	i	0.6	-0.1%	-22%	-19%	1.0	60	i	14	-2%	-5%	0.8%
CN(C)S(=O)(=O)c1cccc(C(=O)N2CCN(Cc3ccccc3)CC2)c1	i	2.2	-0.2%	-2%	8%	-0.4	96	i	20	2%	-19%	-4.2%
CCn1c(=O)c(C(=O)NCc2ccccc2Cl)c(O)c2ccccc21	i	1.2	-0.2%	-15%	5%	4.4	52	i	48	0%	-10%[20 µM]	-2.8%
O=C1CCC(=O)N1CC(=O)N(c1ccccc1)c1ccccc1	i	0.2	0.2%	-13%	3%	0.6	41	i	37	0%	-10%	-5.8%
Cc1nnc(SCC(=O)Nc2nc3ccccc3s2)n(N)c1=O	i	0.7	0.5%	-23%	-11%	0.2	55	i	25	11%	28%	-4.4%
CCN(Cc1ccncc1)C(=O)c1ccccc1NS(=O)(=O)c1ccc(F)cc1	i	0.6	-0.3%	-25%	8%	-0.2	47	i	34	8%	8%	-4.1%

From PubChem
